NCF1 inh = inhibitors of human p47phox binding; actives 0.53% (n = 220,000); p47phox/p22phox peptide binding, fluorescence polarization, 2 h; AID 1274; P14598; inhibition, % at 24.7 µM;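 active = inhibition above about 30%, limit read from the data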;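 also: 0% = p47phox with labelled peptide and 100% = labelled peptide alone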
Target sequence (P14598 whole entry, looked up): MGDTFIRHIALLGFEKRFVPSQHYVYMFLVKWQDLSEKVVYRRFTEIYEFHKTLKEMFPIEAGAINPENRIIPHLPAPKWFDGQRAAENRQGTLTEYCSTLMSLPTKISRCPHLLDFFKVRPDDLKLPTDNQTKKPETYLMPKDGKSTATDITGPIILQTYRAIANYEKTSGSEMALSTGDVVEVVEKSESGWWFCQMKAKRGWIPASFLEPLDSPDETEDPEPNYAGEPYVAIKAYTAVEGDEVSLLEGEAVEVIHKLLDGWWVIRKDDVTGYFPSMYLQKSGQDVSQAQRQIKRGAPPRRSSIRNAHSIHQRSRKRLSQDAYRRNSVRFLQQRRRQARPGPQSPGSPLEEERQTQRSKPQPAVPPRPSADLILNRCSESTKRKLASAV
NPY-Y1 antag = blocks the human neuropeptide Y Y1 receptor | actives 1% (n = 200,000) | inhibition, % at 3.6 µM | P25929 | HEK293-CNG Y1 cells, membrane potential fluorescence; NPY at EC95, then isoproterenol | AID 1040;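 active = inhibition above the campaign mean inhibition of all tested compounds plus 3 SD, cut at about 20% in these data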;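 also: 0% = DMSO wells given NPY plus isoproterenol and 100% = isoproterenol alone without NPY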
Target sequence (P25929 whole entry, looked up): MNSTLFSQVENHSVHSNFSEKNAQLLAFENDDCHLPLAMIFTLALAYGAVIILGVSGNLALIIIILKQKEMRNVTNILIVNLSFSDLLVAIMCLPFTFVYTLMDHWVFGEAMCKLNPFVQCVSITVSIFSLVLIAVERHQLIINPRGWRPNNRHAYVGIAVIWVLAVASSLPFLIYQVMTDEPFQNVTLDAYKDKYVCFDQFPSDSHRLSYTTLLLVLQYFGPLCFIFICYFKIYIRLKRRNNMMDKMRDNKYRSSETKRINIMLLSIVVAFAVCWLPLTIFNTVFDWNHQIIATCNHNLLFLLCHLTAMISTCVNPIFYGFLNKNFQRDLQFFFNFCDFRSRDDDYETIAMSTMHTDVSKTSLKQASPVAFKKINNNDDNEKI
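Material: HEK293 Y1/CNG channel cell line; also added: NPY (25 nM), isoproterenol (1 µM), Ro 20-1724 (25 µM); doses: one concentration, 3.6 µM, in 0.4% DMSO; schedule: compound incubation 1 h at room temperature, readout 45 min post-stimulation; technique: membrane potential fluorescence; measure: fluorescence ratio normalized to % inhibition between controls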
S1P4 agonist = agonists of human S1P4 receptor; O95977; S1P4-expressing cell line, agonist reporter assay; activation, % at 4.98 µM; actives 0.35% (n = 220,000); AID 1509; in the data active = activation above about 11%;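 also: 0% = DMSO vehicle and 100% = reference agonist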
BaF3 parental = counter-screen for JAK2V617F inhibitors: parental Ba/F3 viability inhibitors | AID 1486 | actives 1.1% (n = 220,000) | inhibition, % at 5.6 µM | CellTiter-Glo ATP luminescence;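 active = inhibition above a per-campaign cutoff, the mean inhibition of all tested compounds plus 3 SD, cut at about 27% in these data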;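 also: 0% = DMSO wells and 100% = JAK Inhibitor I control wells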
S1P4 antagonist = blocks the human S1P4 receptor; O95977; S1P4-expressing cells, antagonist mode, reporter read-out; inhibition, % at 4.98 µM; actives 0.26% (n = 220,000); AID 1510; in the data active = inhibition above about 29%;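 also: 0% = wells stimulated with agonist and 100% = vehicle wells without agonist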
NPY-Y2 PAM-ag = human NPY-Y2 potentiation or agonism, primary screen; activation, % at 3.6 µM; cells expressing NPY-Y2, potentiator/agonist read-out; actives 0.45% (n = 220,000); P49146; in the data active = activation above about 27%;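 also: cells stimulated with NPY near EC25 plus isoproterenol at EC100; 0% = vehicle plus submaximal agonist and 100% = vehicle plus saturating agonist; some results beyond the cut were filed as inactive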
Ba/F3 V617F tox = reduce viability of Ba/F3 cells dependent on JAK2V617F. Ba/F3 EpoR-JAK2V617F viability, ATP luminescence. inhibition, % at 5.6 µM. actives 1.1% (n = 220,000). AID 1446;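 active = inhibition above the campaign mean plus 3 SD over all tested compounds, cut at about 24% in these data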;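 also: cytokine-independent growth of Ba/F3 cells driven by EpoR plus mutant JAK2; 0% = DMSO-treated cells and 100% = JAK inhibitor I control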
CHOP inhibitor = CHOP inhibition in unfolded protein response; CHO-K1 CHOP-promoter luciferase, tunicamycin-induced, 15-18 h; inhibition, % at 10 µM; actives 3.8% (n = 220,000); AID 2732;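 active = compounds that reduced the stress-induced luciferase reporter signal by more than about 70% of percent inhibition, limit read from the data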;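 also: 0% = tunicamycin plus vehicle and 100% = wells without tunicamycin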
NPY1 pot ag = potentiates or activates human NPY-Y1 receptor. P25929. NPY-Y1 expressing cells, potentiator/agonist activation. activation, % at 3.6 µM. actives 0.37% (n = 220,000). AID 1304; in the data active = activation above about 33%, passing the limit was not always enough;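 also: cells stimulated with NPY at EC10 then isoproterenol at EC100; 0% = low agonist plus stimulus and 100% = saturating agonist plus stimulus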
* marks the source's active call; other numbers are inactive results.

A first look, 2 compounds:
What do the screens show for `Cc1ccc(NC(=O)c2cc(-c3cccs3)on2)cc1C`?
NCF1 inh: -3; NPY-Y1 antag: 17; S1P4 agonist: -0.7; BaF3 parental: 7; S1P4 antagonist: 1; NPY-Y2 PAM-ag: -12; Ba/F3 V617F tox: 0; CHOP inhibitor: -18; NPY1 pot ag: -16

How did CC(Sc1nnc(Cc2cccs2)n1C1CCCCC1)C(N)=O (stereo not given) do in these assays?
NCF1 inh: -2; NPY-Y1 antag: 2; S1P4 agonist: -0.3; BaF3 parental: 6; S1P4 antagonist: 3; NPY-Y2 PAM-ag: 0; Ba/F3 V617F tox: -1; CHOP inhibitor: 1; NPY1 pot ag: 12

This part in full, previewed entries included:
What do the screens show for `Cc1ccc(NC(=O)c2cc(-c3cccs3)on2)cc1C`?
NCF1 inh: -3; NPY-Y1 antag: 17; S1P4 agonist: -0.7; BaF3 parental: 7; S1P4 antagonist: 1; NPY-Y2 PAM-ag: -12; Ba/F3 V617F tox: 0; CHOP inhibitor: -18; NPY1 pot ag: -16

How did CC(Sc1nnc(Cc2cccs2)n1C1CCCCC1)C(N)=O (stereo not given) do in these assays?
NCF1 inh: -2; NPY-Y1 antag: 2; S1P4 agonist: -0.3; BaF3 parental: 6; S1P4 antagonist: 3; NPY-Y2 PAM-ag: 0; Ba/F3 V617F tox: -1; CHOP inhibitor: 1; NPY1 pot ag: 12

Results for COc1ccc(C(=O)Nc2ccc(Cl)cc2C(=O)NCCO)cc1 ?
NCF1 inh: -15; NPY-Y1 antag: 3; S1P4 agonist: 2.0; BaF3 parental: 2; S1P4 antagonist: -20; NPY-Y2 PAM-ag: -4; Ba/F3 V617F tox: -4; CHOP inhibitor: 20; NPY1 pot ag: -25

What do the screens show for `CS(=O)(=O)N(CCC#N)Cc1ccco1`?
NCF1 inh: -3; NPY-Y1 antag: -1; S1P4 agonist: -0.6; BaF3 parental: 2; S1P4 antagonist: 13; NPY-Y2 PAM-ag: -6; Ba/F3 V617F tox: 0; CHOP inhibitor: -3; NPY1 pot ag: 3

Results for COc1ccc(CCNC(=O)C2CC(=O)N(c3ccccc3)C2)cc1OC (stereo not given) ?
NCF1 inh: 0; NPY-Y1 antag: 8; S1P4 agonist: -0.3; BaF3 parental: 6; S1P4 antagonist: -11; NPY-Y2 PAM-ag: -8; Ba/F3 V617F tox: 2; CHOP inhibitor: 40; NPY1 pot ag: -7

How did Cc1cc(=O)[nH]c(SCC(=O)Nc2nc3c(s2)CCCC3)n1 do in these assays?
NCF1 inh: -3; NPY-Y1 antag: 1; S1P4 agonist: -1.0; BaF3 parental: 6; S1P4 antagonist: 4; NPY-Y2 PAM-ag: -20; Ba/F3 V617F tox: 8; CHOP inhibitor: 3; NPY1 pot ag: 3

How did CC(C)c1ccc(NS(=O)(=O)c2ccc(Cl)nc2)cc1 do in these assays?
NCF1 inh: -4; NPY-Y1 antag: -3; S1P4 agonist: -0.8; BaF3 parental: 10; S1P4 antagonist: -12; NPY-Y2 PAM-ag: 6; Ba/F3 V617F tox: 2; CHOP inhibitor: 53; NPY1 pot ag: 1

How did Clc1ccc(/C=C\c2nccc3c2[nH]c2ccccc23)cc1 do in these assays?
NCF1 inh: -54; NPY-Y1 antag: 2; S1P4 agonist: 23*; BaF3 parental: 5; S1P4 antagonist: -21; NPY-Y2 PAM-ag: -2; Ba/F3 V617F tox: 3; CHOP inhibitor: 0; NPY1 pot ag: 3

How did COc1ccc(C(C)=O)cc1COC(=O)c1ccc(S(=O)(=O)N(C)C)cc1 do in these assays?
NCF1 inh: -12; NPY-Y1 antag: 5; S1P4 agonist: 2.0; BaF3 parental: 10; S1P4 antagonist: 6; NPY-Y2 PAM-ag: -6; Ba/F3 V617F tox: 2; CHOP inhibitor: 18; NPY1 pot ag: -8

How did CCn1c(CCNC(=O)c2cccs2)nnc1SCC(=O)Nc1nc(-c2ccccc2)cs1 do in these assays?
NCF1 inh: -27; NPY-Y1 antag: -7; S1P4 agonist: 3.1; BaF3 parental: 5; S1P4 antagonist: 2; NPY-Y2 PAM-ag: -7; Ba/F3 V617F tox: 0; CHOP inhibitor: 31; NPY1 pot ag: -3

How did COC(=O)c1ccc(CSc2ccc3nnc(-c4ccccc4)n3n2)o1 do in these assays?
NCF1 inh: -14; NPY-Y1 antag: 5; S1P4 agonist: -4.0; BaF3 parental: 0; S1P4 antagonist: -13; NPY-Y2 PAM-ag: 9; Ba/F3 V617F tox: -4; CHOP inhibitor: -8; NPY1 pot ag: 5

What do the screens show for `COCCNC(=S)N1C2CCC1CC(NC(=O)NC13CC4CC(CC(C4)C1)C3)C2` (stereo not given)?
NCF1 inh: -6; NPY-Y1 antag: -2; S1P4 agonist: -1.8; BaF3 parental: 3; S1P4 antagonist: -10; NPY-Y2 PAM-ag: 0; Ba/F3 V617F tox: -3; CHOP inhibitor: 52; NPY1 pot ag: -24

What do the screens show for `O=C(COc1ccccc1)N(CCc1ccccc1)c1nc(-c2ccc(F)cc2)cs1`?
NCF1 inh: -20; NPY-Y1 antag: 37*; S1P4 agonist: 1.6; BaF3 parental: 5; S1P4 antagonist: -22; NPY-Y2 PAM-ag: -32; Ba/F3 V617F tox: 0; CHOP inhibitor: 36; NPY1 pot ag: -45

Results for COc1ccc(Nc2ccc3nnc(-c4ccc(Br)cc4)n3n2)cc1 ?
NCF1 inh: 9; NPY-Y1 antag: 0; S1P4 agonist: -0.2; BaF3 parental: 2; S1P4 antagonist: -17; NPY-Y2 PAM-ag: -5; Ba/F3 V617F tox: 0; CHOP inhibitor: -8; NPY1 pot ag: 11

How did Cc1cc(-c2nc(-c3ccc(C(C)(C)C)cc3)no2)no1 do in these assays?
NCF1 inh: -16; S1P4 agonist: 1.6; BaF3 parental: 2; S1P4 antagonist: 10; NPY-Y2 PAM-ag: 0; Ba/F3 V617F tox: -4; CHOP inhibitor: -23; NPY1 pot ag: -12

How did C/C(=N/NC(=O)c1ccncc1)c1cc2ccc(O)cc2oc1=O do in these assays?
NCF1 inh: -85; NPY-Y1 antag: 9; S1P4 agonist: 48*; BaF3 parental: 4; S1P4 antagonist: -68; NPY-Y2 PAM-ag: -5; Ba/F3 V617F tox: -2; CHOP inhibitor: 24; NPY1 pot ag: -25

What do the screens show for `Cc1cc(Br)c(NC(=O)COC(=O)C2CC2C)c(Br)c1` (stereo not given)?
NCF1 inh: -7; NPY-Y1 antag: 0; S1P4 agonist: -0.2; BaF3 parental: 5; S1P4 antagonist: -6; NPY-Y2 PAM-ag: -18; Ba/F3 V617F tox: 3; CHOP inhibitor: 30; NPY1 pot ag: -2

Results for O=C(CN1CCOCC1)NCCNC(=O)CN1CCOCC1 ?
NCF1 inh: -9; NPY-Y1 antag: -2; S1P4 agonist: 0.1; BaF3 parental: 3; S1P4 antagonist: -28; NPY-Y2 PAM-ag: 6; Ba/F3 V617F tox: 1; CHOP inhibitor: -4; NPY1 pot ag: -8

How did Nc1nc(-c2cccc(Br)c2)cs1 do in these assays?
NCF1 inh: -10; NPY-Y1 antag: -4; S1P4 agonist: 0.6; BaF3 parental: 4; S1P4 antagonist: 2; NPY-Y2 PAM-ag: -12; Ba/F3 V617F tox: 1; CHOP inhibitor: 25; NPY1 pot ag: 8

How did COc1ccc(Nc2nc3ccccc3c(=O)[nH]2)cc1 do in these assays?
NCF1 inh: -2; S1P4 agonist: 0.1; BaF3 parental: 0; S1P4 antagonist: 9; NPY-Y2 PAM-ag: -6; Ba/F3 V617F tox: -4; CHOP inhibitor: -18; NPY1 pot ag: 6

Results for CCOC(=O)C1CCN(C(=O)c2c(C)oc3c2C(=O)c2ccccc2C3=O)CC1 ?
NCF1 inh: 10; NPY-Y1 antag: -2; S1P4 agonist: 3.0; BaF3 parental: 6; S1P4 antagonist: -4; NPY-Y2 PAM-ag: -3; Ba/F3 V617F tox: -2; CHOP inhibitor: -32; NPY1 pot ag: -4

Results for CCOc1ncccc1C(=O)OCC(=O)Nc1c(C)cc(C)cc1C ?
NCF1 inh: 5; NPY-Y1 antag: -1; S1P4 agonist: 1.1; BaF3 parental: 4; S1P4 antagonist: -17; NPY-Y2 PAM-ag: 2; Ba/F3 V617F tox: -1; CHOP inhibitor: 17; NPY1 pot ag: 23

How did CCOC(=O)c1ccc(NC(=O)CSc2nnc(-c3cccs3)n2C)cc1 do in these assays?
NCF1 inh: -9; NPY-Y1 antag: -1; S1P4 agonist: 1.4; BaF3 parental: 4; S1P4 antagonist: -9; NPY-Y2 PAM-ag: -9; Ba/F3 V617F tox: -2; CHOP inhibitor: -7; NPY1 pot ag: -31

How did COc1cccc(Nc2nc(N)c([N+](=O)[O-])c(NCc3ccccc3)n2)c1 do in these assays?
NCF1 inh: -8; S1P4 agonist: 0.0; BaF3 parental: -1; S1P4 antagonist: -7; NPY-Y2 PAM-ag: 13; Ba/F3 V617F tox: -1; CHOP inhibitor: 16; NPY1 pot ag: 22

Results for Cc1ccc(CN2C(=O)CCC2C(=O)NCc2cccnc2)cc1 (stereo not given) ?
NCF1 inh: -18; NPY-Y1 antag: 0; S1P4 agonist: -1.3; BaF3 parental: 2; S1P4 antagonist: -13; NPY-Y2 PAM-ag: -19; Ba/F3 V617F tox: -3; CHOP inhibitor: 25; NPY1 pot ag: -4

How did CCc1ccc(NC(=O)COC(=O)CCCC2=NS(=O)(=O)c3ccccc3N2)cc1 do in these assays?
NCF1 inh: 1; NPY-Y1 antag: 0; S1P4 agonist: 0.3; BaF3 parental: 5; S1P4 antagonist: 4; NPY-Y2 PAM-ag: 12; Ba/F3 V617F tox: -6; CHOP inhibitor: -29; NPY1 pot ag: 17

What do the screens show for `CCn1c(=O)c(-c2cc(=O)[nH][nH]2)c(O)c2ccccc21`?
NCF1 inh: -8; NPY-Y1 antag: 8; S1P4 agonist: -0.6; BaF3 parental: 3; S1P4 antagonist: -24; NPY-Y2 PAM-ag: -13; Ba/F3 V617F tox: 1; CHOP inhibitor: 6; NPY1 pot ag: -10

How did COc1ccc(C(=O)OCCNC(=O)c2c(Cl)nc3ccccn23)cc1 do in these assays?
NCF1 inh: -11; NPY-Y1 antag: 2; S1P4 agonist: -2.3; BaF3 parental: -1; S1P4 antagonist: 3; NPY-Y2 PAM-ag: -10; Ba/F3 V617F tox: -1; CHOP inhibitor: 39; NPY1 pot ag: -25

What do the screens show for `N/C(=N\O)c1ccc(N2CCN(c3ncccc3C(F)(F)F)CC2)nc1`?
NCF1 inh: -13; S1P4 agonist: 0.3; BaF3 parental: 1; S1P4 antagonist: -6; NPY-Y2 PAM-ag: -1; Ba/F3 V617F tox: -1; CHOP inhibitor: 0; NPY1 pot ag: 7

What do the screens show for `CCOc1ccc(CCNC(=O)CSc2cc(=O)n(C)c3ccccc23)cc1OCC`?
NCF1 inh: -19; NPY-Y1 antag: -1; S1P4 agonist: 0.3; BaF3 parental: 10; S1P4 antagonist: -28; NPY-Y2 PAM-ag: 0; Ba/F3 V617F tox: 4; CHOP inhibitor: -10; NPY1 pot ag: -46

How did NC(=O)COc1c(-c2ccco2)oc2ccccc2c1=O do in these assays?
NCF1 inh: 2; NPY-Y1 antag: 4; S1P4 agonist: 2.8; BaF3 parental: 7; S1P4 antagonist: -9; NPY-Y2 PAM-ag: -17; Ba/F3 V617F tox: 2; CHOP inhibitor: 14; NPY1 pot ag: 13

What do the screens show for `CN1C(=O)C(C(=O)NC(C)(C)C)C2c3ccccc3OC13CCCCC23` (stereo not given)?
NCF1 inh: -11; NPY-Y1 antag: 3; S1P4 agonist: 3.4; BaF3 parental: 2; S1P4 antagonist: -22; NPY-Y2 PAM-ag: 14; Ba/F3 V617F tox: 1; CHOP inhibitor: 35; NPY1 pot ag: 11

Assay outcomes from PubChem.
